Screens: PubChem BioAssay, National Center for Advancing Translational Sciences (NCATS)
LMNA splice mod – LMNA splicing modulation | HeLa LMNA splicing GFP/RFP minigene ratio, 48 h | Potency, µM (titrated, usually from 46.1 µM), without a hit: top-dose ratio change, negative = inhibition, hits mostly inhibitors | actives 0.01% (n = 200,000); active = well fitted inhibition curve with a large enough effect in the signal ratio, with a control signal flat, not every such curve was filed as active; inconclusive = small, poorly fitted or top-dose-only effect, or effect the other way, or a change in a side signal; the % refers to the signal ratio; note: potency is the fitted concentration of half-maximal effect; % is set by controls: 0 for no effect and ±100 for the full control effect
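S3 HeLa stable clones carrying a lamin A-EGFP splicing minigene plus DsRed2 were seeded at 600 cells/well in Opti-MEM with 2% FBS, pin-dosed and incubated 48 h at 37°C. Acumen cytometry (488 nm) gave the GFP/RFP total-intensity ratio.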
NPSR antag – blocks cAMP signaling of the human neuropeptide S receptor; CHO-NPSR cells, cAMP TR-FRET, antagonist mode; Q6W5P4; Potency, µM (titrated, usually from 38.3 µM), without a hit: at the highest dose activity change, negative = inhibition, usual class: inhibitors; actives 1% (n = 220,000); AID 1461; note: potency is the fitted concentration of half-maximal effect; % is set by controls: 0 for no effect and ±100 for the full control effect; nearly all actives have a fitted effect of over 50% in size; many of its hits are not listed in these tables
Luc counter – Kinase-Glo luciferase inhibition (counter-screen); actives 0.28% (n = 200,000); AID 1379; Potency, µM (doses to about 38.3 µM), inactives show at the highest dose activity change, negative = inhibition, usual class: inhibitors; Kinase-Glo luciferase, ATP luminescence, 8 min; note: potency is the fitted concentration of half-maximal effect; % is set by controls: 0 for no effect and ±100 for the full control effect; nearly all actives have a fitted effect of over 60% in size
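Kinase-Glo luciferase light output from ATP and luciferin was measured with 10 uM ATP, within the enzyme's linear range. Buffer: 50 mM imidazole pH 7.2, 50 mM KCl, 7 mM MgCl2, 0.01% Tween 20, 0.05% BSA; luminescence read after 8 min at ambient temperature.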
CBFb-RUNX1 inh – CBF-beta/RUNX1 interaction disruption. AID 1477. AlphaScreen CBFb-His/RUNX1-biotin binding, biochemical. Q01196+Q13951. 230,000 tested, under 10 active. Potency, µM (highest dose often 59.8 µM), for inactives: at the highest dose activity, negative = inhibition, most hits filed as inhibitors; note: % of control where 0% means no effect
Target sequence (Q01196 whole entry, looked up): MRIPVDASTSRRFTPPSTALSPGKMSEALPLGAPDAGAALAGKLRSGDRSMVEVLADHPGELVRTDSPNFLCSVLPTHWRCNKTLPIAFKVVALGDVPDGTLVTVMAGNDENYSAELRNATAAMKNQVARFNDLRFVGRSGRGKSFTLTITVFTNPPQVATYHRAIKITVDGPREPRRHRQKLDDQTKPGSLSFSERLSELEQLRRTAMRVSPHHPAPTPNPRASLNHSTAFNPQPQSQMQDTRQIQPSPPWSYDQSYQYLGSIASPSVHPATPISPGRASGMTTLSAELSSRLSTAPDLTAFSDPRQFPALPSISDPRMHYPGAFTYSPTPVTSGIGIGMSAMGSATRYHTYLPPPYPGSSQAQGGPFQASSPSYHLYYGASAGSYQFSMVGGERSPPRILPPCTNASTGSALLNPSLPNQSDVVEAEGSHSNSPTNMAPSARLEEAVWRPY
Target sequence (Q13951 whole entry, looked up): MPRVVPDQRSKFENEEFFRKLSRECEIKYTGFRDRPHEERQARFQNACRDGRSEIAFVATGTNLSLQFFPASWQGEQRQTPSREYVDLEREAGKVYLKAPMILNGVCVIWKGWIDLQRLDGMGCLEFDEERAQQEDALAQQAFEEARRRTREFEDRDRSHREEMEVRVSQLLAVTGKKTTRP
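Compounds were screened at multiple concentrations against a preformed CBF-beta(His)/RUNX1(biotin) complex (30 nM of each) for 15 min at room temperature, followed by 90 min with nickel and streptavidin beads and AlphaScreen reading.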
Epigenetic reg – epigenetic control regulation, reporter derepression. murine LDR cells, GFP reporter derepression, 30 h. Potency, µM (doses to about 53.9 µM), without a hit: top-dose GFP activation, hits mostly activators. actives 0.2% (n = 280,000). AID 1865; note: potency is the fitted concentration of half-maximal effect; % of control where 0% means no effect; nearly all actives have a fitted effect of over 60% in size
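Reporter derepression read as number of fluorescent GFP-positive objects, 20-120 um in size, counted by laser-scanning cytometer. Mouse LDR line with an epigenetically silenced CMV-GFP locus; compound incubation 30 h, 37 C.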
IMPase Li cell – IMPase inhibition in cells with lithium potentiation. CHO-M1 cells, IP1 TR-FRET (IP-One), carbachol + lithium. Potency, µM (doses to about 59.4 µM), without a hit: at the highest dose activity, negative = IMPase inhibition, most hits filed as inhibitors. actives 0.35% (n = 210,000);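 note: IP1 builds up when IMPase is blocked and the TR-FRET signal falls; potency is the fitted concentration of half-maximal effect; plate controls were basal vehicle for no effect and high inhibitor control for full effect; nearly all actives have a fitted effect of over 50% in size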
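CHO cells stably expressing M1 receptor (2000/well) were cultured 16–30 h, then exposed to compounds with a small lithium addition for 30 min at 37C. IP1 was measured by TR-FRET competition; AC50 from Hill fits.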
HttQ103 aggreg – inhibitors of mutant huntingtin aggregate formation in PC12 cells; PC12 HttQ103-GFP aggregates, Acumen cytometry, 40 h; Potency, µM (titrated, usually from 46.1 µM), inactives show at the top dose activity change, negative = inhibition, usual class: inhibitors; actives 1.1% (n = 220,000); note: potency is the fitted concentration of half-maximal effect; % is set by controls: 0 for no effect and ±100 for the full control effect; nearly all actives have a fitted effect of over 60% in size
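PC12 cells stably carrying ecdysone-inducible HTT exon 1 Q103–GFP were induced with tebufenozide (100 nM final) and treated with library compounds in titration. GFP aggregates in lysates were counted by laser scanning cytometry.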
* hit, by the source's call; ? = inconclusive; nt = no result given; [ ] = dose if it differs, or a comment. Unless noted, calls come from the whole dose curve; as a rule, active = well fitted curve in the direction sought with a large enough effect; inconclusive = small, poorly fitted or top-dose-only effect, or another doubt; inactive = no such curve, though single readings can be large; an effect the other way counts as inactive or inconclusive. A portion of the library; rates above refer to the full screens.

smiles	LMNA splice mod	NPSR antag	Luc counter	CBFb-RUNX1 inh	Epigenetic reg	IMPase Li cell	HttQ103 aggreg
Cc1cccc(N(CC(=O)NCc2ccco2)C(=O)CCC(=O)Nc2ccccn2)c1	0%	-2%[46.1 µM]	1%	-1%	-1.0%	21%[38.3 µM]	-30%
Cc1cc(C)cc(N(CC(=O)Nc2cccc(C)n2)S(=O)(=O)c2c(C)noc2C)c1	?	-20%[46.1 µM]	1%	0%	4.0%	33%[activator]	-6%
COC(=O)c1cc2ccsc2n1CC(=O)NCC1CCCO1 (configuration not stated)	8%	-5%[46.1 µM]	0%	0%	-1.2%	6%[38.3 µM]	-1%
CN(C(=S)Nc1ccccc1F)C1(c2ccccc2Cl)CCCCC1=O (configuration not stated)	15%	-5%[46.1 µM]	1%	-4%	-0.9%	17%[38.3 µM]	?
O=C(NCc1ccccn1)Nc1ccc(F)cc1	12%	3%[46.1 µM]	-2%	-1%	-2.4%	-5%[38.3 µM]	13%
Fc1cccc(CN2CCN(Cc3nc(-c4cnccn4)no3)CC2)c1	6%[46 µM]	2%	-2%	-2%	-1.1%	7%	nt
CSc1ccc(/C=C/C(=O)c2ccc(NC(=O)C(C)C)cc2)cc1	27%	-24%[46.1 µM]	-2%	-12%	?	-18%[38.3 µM]	0%
Cc1ccc(CN2CCN(Cc3c[nH]c4ccccc34)CC2CCO)o1 (configuration not stated)	nt	-13%	1%	4%	0.1%	7%	-7%[9.22 µM]
CN(C)CCOC(=O)C12CC3CC(CC(C3)C1)C2	3%	-7%[46.1 µM]	5%	-1%	1.5%	5%[38.3 µM]	1%[9.22 µM]
O=C(CCN1C(=O)COc2ccccc21)NCCN1CCN(c2ccccc2F)CC1	?	-1%[46.1 µM]	-3%	0%	-0.9%	-7%[38.3 µM]	-5%
CC1CCc2sc(C(=O)NN)cc2C1 (configuration not stated)	nt	10%	nt	?	-0.2%	-5%	-1%
CN(C)S(=O)(=O)c1cc(NC(=O)CSc2ncc(C(F)(F)F)cc2Cl)ccc1Cl	?	-36%	4%	0%	-1.8%	8%	?
Cn1cc(CN2C[C@H]3CC[C@H]2C3)c(-c2ccccc2F)n1	?	-11%	1%	1%	-1.5%	16%	-11%[9.22 µM]
CC(=O)N(C)c1ccc(OCC(O)CN(Cc2ccco2)S(=O)(=O)c2ccc(C)cc2)cc1 (configuration not stated)	?	-20%[46.1 µM]	4%	-2%	0.0%	3%[38.3 µM]	-24%
CC(C)(C)C1CCC(=NNC(=S)Nc2cccnc2)CC1 (configuration not stated)	?	?	0%	-1%	-1.6%	14%	4%
COc1ccnc(Oc2ccccc2)c1C(N)=O	nt	7%	nt	21%	-1.2%	4%	-5%[9.22 µM]
O=C(Nc1ccc2oc(-c3ccncc3)nc2c1)c1ccc(F)cc1	nt	-7%	2%	-14%	1.2%	?	-8%
CCOCCCNC(=O)Cc1ccc(Br)cc1	8%	16%	1%	5%	1.1%	-2%	2%
C=C1CC2C3CC[C@@]4(OCOC45COCO5)[C@@]3(C)C(O)CC2[C@@]2(C)CCC(=O)C=C12 (some centres not stated)	?	-29%	0%	4%	1.1%	4%	?
Cc1cc2n(n1)C(c1ccc(O)cc1)Nc1ccccc1-2 (configuration not stated)	-1%	-2%[46.1 µM]	-1%	2%	0.7%	2%[38.3 µM]	4%

An excerpt of these results, field by field:
smiles: Cc1ccc(CN2CCN(Cc3c[nH]c4ccccc34)CC2CCO)o1 (configuration not stated)
- LMNA splice mod: nt
- NPSR antag: -13%
- Luc counter: 1%
- CBFb-RUNX1 inh: 4%
- Epigenetic reg: 0.1%
- IMPase Li cell: 7%
- HttQ103 aggreg: -7%[9.22 µM]
smiles: Cc1cc(C)cc(N(CC(=O)Nc2cccc(C)n2)S(=O)(=O)c2c(C)noc2C)c1
- LMNA splice mod: ?
- NPSR antag: -20%[46.1 µM]
- Luc counter: 1%
- CBFb-RUNX1 inh: 0%
- Epigenetic reg: 4.0%
- IMPase Li cell: 33%[activator]
- HttQ103 aggreg: -6%
smiles: Cc1cccc(N(CC(=O)NCc2ccco2)C(=O)CCC(=O)Nc2ccccn2)c1
- LMNA splice mod: 0%
- NPSR antag: -2%[46.1 µM]
- Luc counter: 1%
- CBFb-RUNX1 inh: -1%
- Epigenetic reg: -1.0%
- IMPase Li cell: 21%[38.3 µM]
- HttQ103 aggreg: -30%

(more compounds)
smiles	LMNA splice mod	NPSR antag	Luc counter	CBFb-RUNX1 inh	Epigenetic reg	IMPase Li cell	HttQ103 aggreg
CC1=CC(=O)C(C(C)C)=C/C1=N\OC(=O)c1cccc2nc(C)oc12	?	25%	0%	1%	-1.0%	2%	16%
CCO[C@H]1OC(C(=O)N2CCOCC2)=C[C@@H](C2CC2)[C@@H]1CCCO	nt	-10%	nt	7%	3.0%	2%	-11%[9.22 µM]
Cc1ccc(C(=O)c2oc3ccccc3c2NC(=O)c2cc(-c3cc(C)ccc3O)n[nH]2)cc1	nt	?	nt	2%	0.0%	nt	0%[9.22 µM]
Cc1ccc(SCC(=O)N2CCc3ccccc32)cc1	-3%	-5%	-2%	2%	0.0%	17%	0%
O=C(CSc1nc2ccccc2c(=O)[nH]1)N1CCCCC1	-5%	5%[46.1 µM]	2%	4%	-2.7%	6%[38.3 µM]	1%
CN(C)c1ccc(NC(=O)c2ccc([N+](=O)[O-])cc2Cl)cc1	11%	3%	-2%	-1%	-0.9%	0%	13%
COc1cc(OC)c2c(c1Cl)O[C@@]1(C2=O)[C@H](C)CC(=O)C[C@@H]1OC	8%	nt	-2%[17.1 µM]	-23%[21.7 µM]	2.7%[16.9 µM]	6%	nt
CCn1c(=O)cc(SCC(=O)Nc2ccc3c(c2)OCO3)c2ccccc21	?	-22%[46.1 µM]	1%	7%	1.6%	-4%[38.3 µM]	3%
O=C(OCC(=O)N1CCc2ccccc21)c1cccnc1	6%	0%[46.1 µM]	13%	-1%	-1.0%	12%[38.3 µM]	-3%
CC1(C)OCC(COC(=O)Nc2cccnc2)([N+](=O)[O-])CO1	14%[9.22 µM]	12%	3%	7%	4.5%	3%	-7%
O=C(CSc1nnc(C2CCCCC2)n1Cc1ccccc1)NCc1ccco1	7%	-11%[46.1 µM]	-1%	1%	0.0%	-5%[38.3 µM]	27%
CC(=O)N1CC(=O)N=C1SCC(=O)Nc1nc(-c2ccccc2)c(-c2ccccc2)s1	?	10µM*	-3%	-12%	3.5%	-7%	?
Cc1ccc(NC(=O)C2CCCNC2=O)nc1 (configuration not stated)	-3%	-5%[46.1 µM]	-5%	0%	0.9%	28%[38.3 µM]	-11%
CCSc1nc(=S)n(Cc2ccccc2)c(C)c1C(C)=O	?	-1%	0%	-15%	5.2%	1%	1%
CCNC(=O)N1C(=O)C2(OCCO2)c2ccccc21	-9%	-14%[46.1 µM]	-2%	0%	0.0%	-1%[38.3 µM]	7%
CC1=C(O)C(=O)OC1c1c(Cl)cccc1Cl (configuration not stated)	nt	-18%	nt	7%	-1.0%	nt	7%[9.22 µM]
Cn1c(=O)c2c(nc(CN3CCN(Cc4ccccc4)CC3)n2Cc2cccc(Cl)c2)n(C)c1=O	-3%	?	-2%	16%	0.0%	20%[38.3 µM]	-14%
Cc1cccc(NC(=O)CSc2nnc(NC(=O)CN3CCOCC3)s2)c1	-4%	-10%[46.1 µM]	-2%	-3%	-1.3%	1%[38.3 µM]	-7%
CCOC(=O)c1c2c3c(c(Cl)ccc3[nH]c1=O)C(=O)c1ccccc1-2	-26%[46 µM]	-41%	-2%	-18%	-0.4%	12%	-6%
CCCCCOC(=O)NCCOC(=O)Nc1ccc(C(=O)OCC)cc1	2%	-17%[46.1 µM]	0%	-1%	-1.1%	3%[38.3 µM]	-10%

Complete entries, quoted from the list. Order of screens: LMNA splice mod, NPSR antag, Luc counter, CBFb-RUNX1 inh, Epigenetic reg, IMPase Li cell, HttQ103 aggreg
Results for CCOC(=O)c1c2c3c(c(Cl)ccc3[nH]c1=O)C(=O)c1ccccc1-2 : -26%[46 µM], -41%, -2%, -18%, -0.4%, 12%, -6%
Results for CC1(C)OCC(COC(=O)Nc2cccnc2)([N+](=O)[O-])CO1 : 14%[9.22 µM], 12%, 3%, 7%, 4.5%, 3%, -7%
Results for Cc1cccc(NC(=O)CSc2nnc(NC(=O)CN3CCOCC3)s2)c1 : -4%, -10%[46.1 µM], -2%, -3%, -1.3%, 1%[38.3 µM], -7%

(continued)
smiles	LMNA splice mod	NPSR antag	Luc counter	CBFb-RUNX1 inh	Epigenetic reg	IMPase Li cell	HttQ103 aggreg
CC(=O)OC1CC2C(C)(C)C(O)CCC2(C)C2CC[C@]3(C)C(=CC(=O)OC3c3ccoc3)C12C (some centres not stated)	nt	nt	-3%	10%	0.0%	6%	nt
COc1ccc(-c2nc(SCC(=O)Nc3nccs3)c(-c3ccc(Cl)cc3)[nH]2)cc1	3%	-19%	3%	-3%[2.36 µM]	?	9%	-14%
Cc1c(N)cccc1-c1nc2ccccc2[nH]1	-12%	-1%[46.1 µM]	-9%	0%	-2.0%	2%	7%
O=C(O)Cn1nnc2ccccc21	nt	-32%	nt	0%	2.1%	nt	17%[9.22 µM]
